# Source: PubChem (National Center for Advancing Translational Sciences (NCATS))
# DT40 TDP1 CPT: qHTS for Inhibitors of human tyrosyl-DNA phosphodiesterase 1 (TDP1): qHTS in cells in presence of CPT; chicken DT40 Tdp1-/-;hTDP1 cells + 20 nM CPT, ATP luminescence, 48 h; Potency, µM (series often up to 46.2 µM), for inactives: at the highest dose activity change, negative = growth inhibition, hits mostly inhibitors; hit rate 12% among 420,000; note: nearly all actives have a fitted effect of over 55% in size
#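 Chicken DT40 Tdp1-/- cells stably complemented with human TDP1 were seeded at 400 cells/well in medium containing 20 nM camptothecin, exposed to pin-transferred compounds, and grown at 37 °C for at least 48 hr. Viability was read as ATP luminescence.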
# FEN1 inhibitor: qHTS Assay for the Inhibitors of Human Flap endonuclease 1 (FEN1); hit rate 0.35% among 390,000; P39748; Recombinant FEN1 flap cleavage, fluorescence, 15 min; AID 588795, 2011; Potency, µM (series often up to 114 µM), for the others: at the highest dose activity change, negative = inhibition, usual class: inhibitors; note: nearly all actives have a fitted effect of over 65% in size
# Target sequence (P39748 whole entry, looked up): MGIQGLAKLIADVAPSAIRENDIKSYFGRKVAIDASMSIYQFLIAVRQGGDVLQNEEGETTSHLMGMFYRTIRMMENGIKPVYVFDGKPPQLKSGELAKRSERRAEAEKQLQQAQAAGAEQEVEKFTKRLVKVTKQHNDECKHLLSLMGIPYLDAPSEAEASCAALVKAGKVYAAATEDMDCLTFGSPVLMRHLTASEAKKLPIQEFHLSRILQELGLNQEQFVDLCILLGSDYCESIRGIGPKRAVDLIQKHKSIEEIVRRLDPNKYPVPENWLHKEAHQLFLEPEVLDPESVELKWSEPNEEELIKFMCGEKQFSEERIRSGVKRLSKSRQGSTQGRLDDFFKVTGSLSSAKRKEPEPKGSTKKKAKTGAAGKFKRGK
#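 Quantitative HTS format: each compound was titrated, incubated with 10 nM nuclease for 15 min at room temperature, then challenged with flap substrate at 50 nM final. Signal change over 15 min gave concentration–effect curves.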
# N370S GC mod: qHTS Assay for Inhibitors and Activators of N370S glucocerebrosidase as a Potential Chaperone Treatment of Gaucher Disease | Lysosomal acid glucosylceramidase (Homo sapiens), P04062 | N370S GC spleen homogenate, 4MU-glucoside fluorescence | Potency, µM (highest dose often 59.4 µM), inactives show at the top dose activity change, negative = inhibition, hits mostly inhibitors | hit rate 0.092% among 330,000 | AID 2101, 2009;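 note: 0% = full enzyme activity and -100% = no enzyme basal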
# Active calls of the source: *; ? = inconclusive; . = no result given. Calls come from the whole dose curve; as a rule, active = well fitted curve in the direction sought with a large enough effect; inconclusive = small, poorly fitted or top-dose-only effect, or another doubt; inactive = no such curve, though single readings can be large; an effect the other way counts as inactive or inconclusive. Unless noted, % is set by controls: 0 for no effect and ±100 for the full control effect; potency is the fitted concentration of half-maximal effect. Only part of the results is shown (hit frequency here may not be typical).
# Results follow in this order: DT40 TDP1 CPT | FEN1 inhibitor | N370S GC mod
- CS(=O)(=O)N1CCN(c2nc3ccccc3s2)CC1
    0% | 10% | -1%
- CCn1c(O)c(N=NC(=O)CNc2ccc(C)cc2)c2ccccc21
    -20% | -21% | 2%
- Cc1cccc(OCC(=O)Nc2cc(Cl)ccc2-n2cncn2)c1C
    14% | -3% | -3%
- O=C(COc1ccccc1Br)NC1CCCC1
    ? | -2% | ?
- COc1cccc2cc(C(=O)NC(C)c3ccccc3)c(=O)oc12 (stereo unspecified)
    -19% | 11% | 1%
- CC(Cn1cnc2ccccc21)C(=O)O (stereo unspecified)
    -10% | -16% | 1%
- CCOc1ccc(CN(C)C(=O)CNC(=O)Cc2cccc3ccccc23)cc1
    ? | 1% | -1%
- CCOc1ccccc1N1CCN(S(=O)(=O)c2ccc(F)c(F)c2)CC1
    -9% | -8% | 9%
- O=C(C1=C(O)C(=O)N(CCN2CCOCC2)C1c1ccco1)c1cc2ccccc2o1 (stereo unspecified)
    -8% | -4% | 0%
- Cc1ccccc1-n1nc2c(c1NC(=O)c1cc3ccccc3oc1=O)CS(=O)(=O)C2
    ? | -5% | 1%
- O=C(CCN1C(=O)/C(=C/c2cccs2)SC1=S)Nc1cccc(O)c1
    -22% | -19% | 0%
- Cc1cccc2c1N(CC(=O)OC(C)C)C(=O)C2=O
    ? | 17% | 22%
- COCCn1c(SCc2ccc(C(=O)OC)o2)nc2ccccc2c1=O
    ? | -19% | 28%
- COC(=O)c1ccc(OCC2c3cc(OC)c(OC)cc3CCN2C(=O)C2CC2)cc1 (stereo unspecified)
    ? | -15% | 7%
- N#CC1=C2C=CC=CN2CC1=O
    -1% | -6% | -4%
- O=C(Nc1ccccc1Oc1ccccc1)c1ccccc1F
    -1% | 2% | 1%
- CCOc1cc(/C=C(\CC(=O)O)c2nc3ccccc3s2)ccc1OC
    7% | 2% | -4%
- COc1ccc(N(C)C(=O)CCS(=O)(=O)c2cccc3nonc23)c(OC)c1
    0% | -9% | 6%
- Cc1ccc(/C=C/C(=O)Nc2cccc3ncccc23)o1
    ? | -1% | -3%
- CC1(C)CC2(CC(C)(C(=O)CSc3nc4ccccc4s3)OC2=O)C(=O)O1 (stereo unspecified)
    -16% | 7% | 9%
- Cc1ccc(NC(=O)CN2CCN(C3CCCCC3)C(=O)C2=O)cc1
    -27% | -1% | .
- COC(=O)c1ccc(CNC(=O)C2CCC(=O)N(Cc3ccccn3)C2)cc1 (stereo unspecified)
    -14% | 10% | 2%
- N#Cc1ccc(-c2cccs2)nc1SCC(=O)Nc1cccc(C(F)(F)F)c1
    ? | 16% | .
- COc1ccc(OCC(O)CN2CCCC2)cc1 (stereo unspecified)
    -3% | -2% | 3%
- CCCCN(CC)C(=O)CSc1cc(=O)n(C)c2ccccc12
    2% | -7% | 0%
- Cc1nc2nc(-c3ccc(Cl)cc3Cl)nn2c(C)c1CCC(=O)Nc1ccc(F)cc1
    1% | -14% | .
- CC(NCC1COc2ccccc2O1)C(=O)NCc1ccccc1 (stereo unspecified)
    1% | 15% | -10%
- Cc1cccc2nc(-c3ccco3)c(Nc3ccc4c(c3)OCCO4)n12
    ? | -9% | 3%
- CC(=O)Nc1ccc(N(C(=O)Cc2cccs2)C(C(=O)NC2CCCC2)c2ccncc2)cc1 (stereo unspecified)
    6% | 5% | -1%
- CCOC(=O)c1cc2occc2n1Cc1c(F)cccc1Cl
    -15% | 4% | 1%
- O=C(Nc1nc2ccccc2n1CCOc1ccccc1Cl)c1ccccc1
    ? | -1% | .
- O=C(CSc1ccc2c(c1)OCCO2)Nc1ccc(Br)cn1
    -5% | -15% | 4%
- Cc1ccc(Cn2cccc(-c3nc4ccccc4s3)c2=O)cc1
    0% | 1% | ?
- Cc1noc(C)c1C(=O)Nc1ccccc1N1CCOCC1
    -22% | 0% | .
- Cc1nn(C)cc1CN(C)Cc1ccc(OCC(O)CN2CCCCC2)cc1 (stereo unspecified)
    -20% | 18% | 2%
- CN(/C=C/C(=O)C(F)(F)C(F)(F)F)Cc1ccccc1
    0% | 7% | -14%
- Cc1ccc(SCC(=O)NN2C(=O)c3ccccc3C2=O)cc1
    1% | -1% | 7%
- COC(=O)C1=C(CCc2ccccc2)NC(=O)NC1c1ccc(C#N)cc1 (stereo unspecified)
    -4% | 1% | .
- CCOC(=O)c1sc(NC(=O)CSc2n[nH]c(-c3ccc(Cl)cc3Cl)n2)c(C#N)c1C
    ? | 4% | 2%
- COc1cc2[nH]c(=S)nc(NCC3CCCO3)c2cc1OC (stereo unspecified)
    -10% | -9% | 1%
- O=C(CC1Nc2ccccc2NC1=O)NCc1cccnc1 (stereo unspecified)
    ? | -9% | 1%
- CC(=O)n1cc(C=O)c2ccccc21
    11% | -6% | .
- CC1Sc2ccc(S(=O)(=O)CCC(=O)NCc3ccc(Cl)cc3)cc2NC1=O (stereo unspecified)
    ? | 7% | ?
- Nc1nnc(SCC(=O)NCc2ccc3c(c2)OCO3)s1
    -13% | -2% | 2%
- CCOC(=O)CSc1nnc(-c2ccco2)n1-c1ccc(C)cc1
    -6% | 2% | 4%
- O=C(Cc1ccc(Br)cc1)NCCc1ccccc1
    -16% | -13% | .
- CCCCN(C(=O)c1cc(S(=O)(=O)N2CCCCC2)ccc1Cl)c1c(N)n(CC(C)C)c(=O)[nH]c1=O
    2% | -5% | .
- Cc1ccc(S(=O)(=O)N2CC=C(c3ccc(F)cc3)CC2)cc1
    0% | -14% | 16%
- Cc1ccc(/C=C/C(=O)NCc2ccccn2)o1
    ? | -26% | -14%
- Cc1cc2c3c([nH]c2cc1S(=O)(=O)NCCCOC(C)C)CC(C)(C)CC3=O
    ? | -7% | -4%
- O=C(CSC1=NCCS1)N1CCc2ccccc21
    ? | -1% | -8%
- NS(=O)(=O)c1ccc(NC(=O)c2c(F)cccc2Cl)cc1
    3% | 0% | -14%
- C(=C\CSc1ncn[nH]1)/CSc1ncn[nH]1
    -13% | 1% | -2%
- CC(=O)N1CCc2cc(Br)cc(S(=O)(=O)N3CCc4ccccc43)c21
    -15% | 3% | 1%
- COc1cc(C(=O)Nc2ccc3c(c2)nc(C)n3C)cc(OC)c1OC
    4.1µM* | 12% | 3%
- Cc1cc(S(=O)(=O)Nc2nc(CN3CCOCC3)nc3sc4c(c23)CCC4)ccc1F
    ? | 6% | .
- COc1ccc(/C=N/NC(=O)c2cc3c(ccc4ccccc43)o2)cc1OC
    ? | 16% | ?
- Cc1ccc(NC(=O)COC(=O)C2=COCCO2)cc1
    -1% | -9% | 2%
- COc1cccc(C2=NOC(C(=O)N3CCN(C(=O)c4ccco4)CC3)C2)c1 (stereo unspecified)
    2% | -12% | 1%
- O=C(Nc1ccc(C(=O)O)cc1)/C(=C/c1ccc2c(c1)OCO2)NC(=O)c1cccc(Br)c1
    3% | 1% | -5%

# Going on with the list:
# Results follow in this order: DT40 TDP1 CPT | FEN1 inhibitor | N370S GC mod
- O=C(Cc1ccc(Cl)cc1)N1CCc2ccccc2C1
    -11% | -6% | .
- O=C(CN1CCOCC1)Nc1ccc(NC(=O)CN2CCOCC2)c(Cl)c1
    -1% | -2% | -7%
- CCCN1CCN(C(=O)Cn2nc(CC)n3c(cc4sccc43)c2=O)CC1
    7% | 14% | 2%
- CCOC(=O)C1=C(CN2CCN(C(=O)OCC)CC2)NC(=O)NC1c1ccc2c(c1)OCO2 (stereo unspecified)
    1% | -1% | -5%
- Cc1onc(-c2ccccc2)c1C(=O)N(C)CC(=O)Nc1ccc(F)c(F)c1F
    ? | -3% | .
- C(=N\n1cnnc1SCc1ccccc1)/c1ccco1
    -6% | -2% | -3%
- O=C(NNC1=NS(=O)(=O)c2ccccc21)c1ccc([N+](=O)[O-])cc1
    3% | -12% | -7%
- C[C@H](NC(N)=O)C(=O)Nc1ccc(N2CCOCC2)c(S(=O)(=O)Nc2ccc(Cl)cc2)c1
    21µM* | ? | .
- COc1ccc(/C=N/Nc2ccccn2)c(OC)c1OC
    4% | 3% | 9%
- O=C(NC1CC1)c1sc2cc(Cl)ccc2c1Cl
    ? | 1% | 5%
- Cc1ccc(S(=O)(=O)NNC(=O)c2ccoc2C)cc1
    -2% | 14% | 0%
- Cn1c(CN2CCOCC2)c(C#N)c2ccccc21
    -14% | -5% | 8%
- O=C(O)CC(CN1C(=O)c2ccccc2C1=O)c1ccccc1 (stereo unspecified)
    -1% | -3% | .
- CC(C)(C)OC(=O)NC(CC(=O)OCc1ccccc1)C(=O)O (stereo unspecified)
    -11% | 18% | -19%
- O=C(CSc1oc(-c2ccccc2)nc1S(=O)(=O)c1ccc(F)cc1)NCC1CCCO1 (stereo unspecified)
    ? | -11% | 9%
- Cc1ccc(-c2csc3ncnc(Oc4ccc5c(C)cc(=O)oc5c4)c23)cc1
    18µM* | ? | 9%
- COc1ccccc1NC(=O)C1=C(C)Nc2nc3ccccc3n2C1c1ccccc1Cl (stereo unspecified)
    15µM* | -3% | .
- CC(=O)c1cccc(NC(=O)NCCc2ccc(Cl)cc2)c1
    ? | 14% | 1%
- O=C(Nc1ccc(Cl)cc1)N(Cc1nc2ccccc2c(=O)[nH]1)Cc1cccs1
    ? | -13% | 27%
- CCOc1ccc(NC(=O)C(C)N2C(=O)c3ccccc3S2(=O)=O)cc1 (stereo unspecified)
    3% | 2% | -14%
- Cc1ccc2cc(/C=C(\C#N)C(N)=O)c(N3CCCCC3)nc2c1
    ? | 7% | 5%
- CN(Cc1ccccc1)CC(O)COc1ccc(CNCCc2ccncc2)cc1 (stereo unspecified)
    ? | 20% | 16%
- CCc1ccc(N2CC(C(=O)N/N=C/c3cc([N+](=O)[O-])ccc3O)CC2=O)cc1 (stereo unspecified)
    ? | -1% | -6%
- FC(F)(F)c1ccccc1NC(=S)NC1CCN(Cc2ccccc2)CC1
    ? | 1% | -25%
- COc1ccc(C(NC(=O)CNC(C)=O)C(=O)Nc2ccc(C(C)C)cc2)cc1 (stereo unspecified)
    4% | -7% | -17%
- CC1Cc2ccccc2N1S(=O)(=O)c1cnc(Cl)c(Cl)c1 (stereo unspecified)
    16µM* | 5% | 4%
- CN(C)CCN(C(=O)/C=C/c1cccs1)c1nc2ccc(Br)cc2s1
    ? | 4% | -28%
- Cc1ccc(S(=O)(=O)N/N=C/c2c(F)cccc2Cl)cc1
    16µM* | 1% | -1%
- C=CCc1cccc2cc(C(=O)NC)c(=O)oc12
    -1% | 9% | 1%
- Cc1ccc(NC(=O)COC(=O)CN2C(=O)c3ccccc3C2=O)cc1
    6% | -6% | .
- C/C(=N\NC(=O)c1cccc(N/N=C(\C)c2ccco2)c1)c1ccco1
    -20% | -20% | 0%
- CCC1CCCCN1C(=O)C1CC(c2cc(Cl)c(OC)cc2OC)=NO1 (stereo unspecified)
    ? | 5% | 3%
- O=C(CC1(CC(=O)N2CCOCC2)CCCC1)Nc1ccccc1
    2% | -3% | .
- Cc1ccc(S(=O)(=O)c2cn(C)c3cc(N4CCCCCC4)c(F)cc3c2=O)cc1
    ? | 1% | .
- C=CCc1ccc(OCC(O)CN2CCN(Cc3ccccc3)CC2)c(OC)c1 (stereo unspecified)
    -24% | 1% | -9%
- CCOCCCNC(=O)c1ccc(-n2c(-c3ccccc3)cc3c2CCC(C)C3)cc1 (stereo unspecified)
    ? | -1% | .
- O=S(=O)(c1ccccc1C(F)(F)F)N1CCOCC1
    2% | -3% | 8%
- O=S(=O)(c1ccc(Cl)cc1)N1CCN=C1SCc1cccc(Cl)c1
    ? | 0% | 13%
- Cc1ccc(O)c(NC(=O)COc2cc(C)ccc2C)c1
    -4% | 7% | 5%
- CCOC(=O)/C=C/C(=O)OCC(=O)Nc1ccc(Cl)cn1
    -7% | -14% | 3%
- CCc1ccc(NC(=O)CSc2nnc(CNC(=O)c3ccco3)o2)cc1
    0% | -7% | 12%
- Nc1cccc2c1C(=O)N(C(=O)c1cccc(S(=O)(=O)N3CCCC3)c1)C2=O
    -3% | 0% | .

# Rewritten as labelled records: entries from further up
> O=C(CC1(CC(=O)N2CCOCC2)CCCC1)Nc1ccccc1
  DT40 TDP1 CPT: 2%
  FEN1 inhibitor: -3%
  N370S GC mod: .

> Cc1ccc(S(=O)(=O)c2cn(C)c3cc(N4CCCCCC4)c(F)cc3c2=O)cc1
  DT40 TDP1 CPT: ?
  FEN1 inhibitor: 1%
  N370S GC mod: .

> C=CCc1ccc(OCC(O)CN2CCN(Cc3ccccc3)CC2)c(OC)c1 (stereo unspecified)
  DT40 TDP1 CPT: -24%
  FEN1 inhibitor: 1%
  N370S GC mod: -9%

> CCOCCCNC(=O)c1ccc(-n2c(-c3ccccc3)cc3c2CCC(C)C3)cc1 (stereo unspecified)
  DT40 TDP1 CPT: ?
  FEN1 inhibitor: -1%
  N370S GC mod: .
